MCL1-BIM inh – disrupts human MCL1 binding to BIM-BH3 peptide. Q07820. GST-MCL1 / FITC-Bim-BH3 fluorescence polarization. inhibition, % at 10.9 µM. 0.68% of 320,000 active. AID 2057;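 active = inhibition above the mean inhibition of all tested compounds plus 3 SD, set per campaign, cut at about 40% in these data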;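 also: 0% = DMSO wells and 100% = unlabeled Bim-BH3 peptide control; higher means more loss of mP so more displacement of Bim peptide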
Fam108B counter – Fam108B inhibition, counter-screen for RBBP9 inhibitors; recombinant Fam108B, FP-Rh probe fluorescence polarization; inhibition, % at 9.51 µM; 0.33% of 300,000 active; AID 1947;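 active = inhibition above the screen mean inhibition plus 3 SD, computed separately per campaign, cut at about 18% in these data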;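 also: inhibitors lower polarization as less probe binds the enzyme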
MEX-5 binding – C. elegans MEX-5 TCR-2 RNA binding activity; AID 1832; MEX-5/FITC-TCR2 RNA binding, fluorescence polarization; active compounds read low; activity score (negative = inhibition of binding), % at 10 µM; 0.38% of 300,000 active;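 active = inhibition past about -25% in most replicates, and total fluorescence under double the plate's negative control median, limit read from the data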;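 also: 0% = DMSO and -100% = 5 µM competing unlabeled TCR2 RNA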
PME-1 inh – blocks human protein phosphatase methylesterase 1. 0.53% of 320,000 active. inhibition, % at 5.9 µM. Q9Y570. recombinant PME-1, FP-Rh probe fluorescence polarization;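 active = inhibition above the campaign mean of all compounds plus 3 SD, cut at about 26% in these data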;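 also: competitive labeling of PME-1 active site by serine hydrolase directed probe; 0% = PME-1 with DMSO and 100% = wells lacking PME-1 enzyme; inhibitors block probe labeling so polarization falls and inhibition rises; many of its hits are not listed in these tables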
Bcl-xL primary – inhibitors of human Bcl-xL | Q07817 | GST-Bcl-xL / FITC-Bim BH3 peptide fluorescence polarization | inhibition, % at 10.9 µM | 0.7% of 320,000 active;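 active = inhibition above the mean of all tested compounds plus 3 SD, cutoff set per campaign, cut at about 30% in these data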;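 also: 0% = DMSO wells and 100% = unlabeled Bim-BH3 peptide competitor; inhibitors lower millipolarization by displacing the labeled peptide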
Target sequence (Q07817 whole entry, looked up): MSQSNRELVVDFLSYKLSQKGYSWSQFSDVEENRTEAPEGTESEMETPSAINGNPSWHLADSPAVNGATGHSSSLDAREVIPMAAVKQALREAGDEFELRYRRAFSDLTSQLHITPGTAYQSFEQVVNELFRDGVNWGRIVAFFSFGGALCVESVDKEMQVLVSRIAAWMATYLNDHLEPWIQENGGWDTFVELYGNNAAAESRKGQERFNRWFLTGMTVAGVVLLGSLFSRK
PAD4 inh – inhibitors of human PAD4; inhibition, % at 6.36 µM; recombinant PAD4, RCA probe fluorescence polarization; 0.41% of 330,000 active;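 active = percent inhibition above a cutoff equal to the mean of all tested compounds plus 3 SD, cut at about 15% in these data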;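 also: 0% = PAD4 with RCA probe and DMSO and 100% = probe without PAD4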
Target sequence (Q9UM07 whole entry, looked up): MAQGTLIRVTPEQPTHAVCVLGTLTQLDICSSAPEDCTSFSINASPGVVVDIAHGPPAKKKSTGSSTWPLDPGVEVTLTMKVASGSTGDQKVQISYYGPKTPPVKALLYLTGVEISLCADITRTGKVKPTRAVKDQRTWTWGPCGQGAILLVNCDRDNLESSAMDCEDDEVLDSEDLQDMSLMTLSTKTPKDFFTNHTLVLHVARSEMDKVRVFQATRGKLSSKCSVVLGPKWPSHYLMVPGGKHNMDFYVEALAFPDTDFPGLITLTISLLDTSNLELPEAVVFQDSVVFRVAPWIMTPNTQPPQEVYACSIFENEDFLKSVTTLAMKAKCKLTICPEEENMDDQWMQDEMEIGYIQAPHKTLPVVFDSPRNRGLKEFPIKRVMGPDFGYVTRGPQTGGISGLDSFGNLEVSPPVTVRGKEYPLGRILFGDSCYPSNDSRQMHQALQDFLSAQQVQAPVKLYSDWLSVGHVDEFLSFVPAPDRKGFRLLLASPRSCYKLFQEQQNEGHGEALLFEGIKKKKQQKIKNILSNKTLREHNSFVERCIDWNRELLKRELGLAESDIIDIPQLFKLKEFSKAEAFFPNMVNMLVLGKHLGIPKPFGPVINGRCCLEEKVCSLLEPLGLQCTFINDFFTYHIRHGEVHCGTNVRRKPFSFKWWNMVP
GSTO1 counter – GSTO1 inhibition, counter-screen for RBBP9 inhibitors; recombinant GSTO1, activity-based probe fluorescence polarization; 1.1% of 300,000 active; inhibition, % at 5.96 µM; P78417;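 active = inhibition above the campaign mean inhibition plus 3 SD, cut at about 35% in these data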;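 also: 0% = GSTO1-1 with DMSO and 100% = wells lacking GSTO1-1 enzyme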
GLD-1 RNA inh – GLD-1-TGE RNA interaction inhibition (C. elegans); 0.44% of 320,000 active; Q17339; purified GLD-1 + fluorescein TGE RNA, fluorescence polarization; inhibition, % at 5.96 µM;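 active = percent inhibition above a per-plate cutoff, the plate mean of test compounds plus 3 SD, cut at about 30% in these data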;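 also: 0% = DMSO wells with GLD-1 and probe and 100% = wells lacking GLD-1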
TPT1 inh – inhibitors of Candida albicans tRNA 2'-phosphotransferase TPT1; recombinant caTPT1, FP RNA substrate dephosphorylation; inhibition, % at 5 µM; 0.81% of 300,000 active;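 active = inhibition above the mean of all tested compounds plus 3 SD, set per screening campaign, cut at about 24% in these data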;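 also: plate controls were DMSO alone for no effect and ferristatin control at 100 nM for full effect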
An asterisk follows results filed as active; x = no result given; + = active, no number. Some of the compounds tested; rates above refer to the full screens.

SMILES	MCL1-BIM inh	Fam108B counter	MEX-5 binding	PME-1 inh	Bcl-xL primary	PAD4 inh	GSTO1 counter	GLD-1 RNA inh	TPT1 inh
CCC1(C)Cc2nc3sc(C(=O)O)c(N)c3cc2CO1 (stereo not drawn)	-2.7	-2.6	0.7	-6.8	8.1	2.9	5.5	-5.4	13.8
O=C1CC(c2ccccc2)CC(O)=C1C=NCc1ccc(Cl)c(Cl)c1 (stereo not drawn)	0.5	-1.7	1.2	4.4	-0.1	-1.0	-6.0	1.8	-0.5
COc1ccc(CN(C)CC(=O)NC(=O)NCc2ccccc2)cc1OC	-0.9	0.5	0.6	3.3	5.4	0.4	0.0	1.7	-1.1
CC(C)c1nnc(NC(=O)COC(=O)/C=C/c2ccc([N+](=O)[O-])cc2)s1	4.3	3.4	3.3	-1.7	2.0	-1.2	7.6	-0.4	-0.1
COC(=O)c1cc(OC)c(OC)cc1N1C(=O)CCCC1=O	-3.7	4.4	-0.1	-3.5	3.3	-1.4	2.8	-2.0	-3.7
CCn1c(SCC(=O)C(C)(C)C)nnc1-c1ccccc1OC	-3.4	3.2	-3.3	-0.7	-3.8	1.8	3.1	5.2	8.5
CCc1ccc[n+](-c2nc([O-])sc2C=O)c1	2.7	-1.4	-1.3	2.8	5.2	2.7	5.2	2.5	-0.7
O=C(O)Cc1ccc(NC(=O)Nc2cccc3ccccc23)cc1	-5.3	7.6	1.5	2.1	2.1	-1.5	4.5	6.3	0.5
CCOCCCN1C(=O)C(O)=C(C(C)=O)C1c1cccs1 (stereo not drawn)	2.9	1.0	-1.5	-4.4	5.5	-2.8	5.5	1.8	-1.9
Cc1ccc2c(c1)=C(c1sc(N(C)c3ccc(O)cc3)nc1O)C(=O)N=2	10.7	7.4	0.7	9.4	7.6	-0.1	-4.2	-7.4	-6.1
COc1cccc(/C=N/Nc2ncnc(Cl)c2N)c1O	8.8	7.1	-2.7	1.5	3.8	-0.8	5.5	1.2	1.3
COc1cc(S(=O)(=O)N2CCOCC2)ccc1NC(=O)COC(=O)c1ccccn1	-8.2	8.2	-2.4	-3.4	-2.5	-5.5	5.5	0.0	-6.5
CC1SC(=NC(=O)C(C)N2C(=O)c3ccccc3C2=O)NC1=O (stereo not drawn)	15.8	4.0	-1.5	-1.8	8.2	2.5	13.7	-1.5	-3.6
Cc1ccc([N+](=O)[O-])c(C(=O)Nc2cccnc2Cl)c1	7.7	3.5	0.1	-10.9	5.7	-4.4	14.5	1.6	0.2
Cc1ccc(N(CC(=O)NCC2CCCO2)C(=O)CCC(=O)Nc2nccs2)cc1 (stereo not drawn)	2.1	-1.9	2.6	-0.3	-0.4	-0.6	1.4	6.2	-4.6
Cc1cccc(C)c1OCCSc1n[nH]c(N)n1	5.3	-2.8	0.8	2.3	4.4	1.8	-4.1	1.6	1.0
Cc1ccccc1NC(=S)NCCc1ccccn1	12.9	4.8	-0.3	4.0	9.2	2.1	0.3	6.2	-1.9
Clc1ccc(CSc2nncn2-c2ccccn2)cc1	2.0	-0.9	0.5	-1.3	-2.8	-2.8	4.6	6.5	1.6
CCn1c(CC(=O)Nc2cccc(OC)c2)nnc1SCC(=O)N1CCN(c2ccccc2)CC1	1.2	-1.5	3.0	0.0	-3.6	1.5	5.6	1.3	-4.6
COC(=O)CCN(C(=O)c1ccc(OC(C)=O)cc1)c1ccccn1	9.0	0.5	1.0	-6.1	3.4	-1.0	2.1	0.5	4.4
CCCC1c2ccc(C)n2CCN1C(=O)Nc1ccc(F)cc1 (stereo not drawn)	37.4	4.2	-3.0	2.4	45.9*	4.4	3.8	15.2	-9.4
CC1CCN(C(=O)COc2cccc3c2CCN(Cc2ccccc2)C3=O)CC1	4.0	3.3	x	2.9	3.2	4.1	-9.4	-0.7	-1.3
CC(C)(C)c1ccc(CSc2nc(N)cc(=O)[nH]2)cc1	-1.1	4.1	-3.5	5.6	2.3	5.8	-16.9	2.4	-0.9
O=C(c1ccco1)N1CCCC(Nc2ccc3c(c2)OCCO3)C1 (stereo not drawn)	6.5	2.5	-4.8	0.6	6.0	-0.9	-1.0	6.9	4.3

Shown in markdown: two of the compounds above.
| mol | MCL1-BIM inh | Fam108B counter | MEX-5 binding | PME-1 inh | Bcl-xL primary | PAD4 inh | GSTO1 counter | GLD-1 RNA inh | TPT1 inh |
| --- | --- | --- | --- | --- | --- | --- | --- | --- | --- |
| Cc1ccccc1NC(=S)NCCc1ccccn1 | 12.9 | 4.8 | -0.3 | 4.0 | 9.2 | 2.1 | 0.3 | 6.2 | -1.9 |
| Clc1ccc(CSc2nncn2-c2ccccn2)cc1 | 2.0 | -0.9 | 0.5 | -1.3 | -2.8 | -2.8 | 4.6 | 6.5 | 1.6 |

The listing continues:
SMILES	MCL1-BIM inh	Fam108B counter	MEX-5 binding	PME-1 inh	Bcl-xL primary	PAD4 inh	GSTO1 counter	GLD-1 RNA inh	TPT1 inh
O=C(CCN1CCN(c2ccccc2F)CC1)Nc1cccc(F)c1	1.4	-4.5	1.7	-1.5	4.8	-3.6	2.3	-4.3	-4.4
Nn1c(SCC(=O)Nc2nccs2)nnc1C1CC1	7.7	-0.5	-1.6	-0.6	7.1	-1.6	0.7	0.4	-3.6
CCOc1ccc(S(=O)(=O)n2cc(-c3ccc(F)cc3)c(N)n2)cc1	-1.1	-2.1	-0.6	-2.3	-2.2	-4.9	-8.4	-2.3	1.0
CCOc1ccc(CN2CCN(Cc3cnc(-c4ccccc4)s3)CC2CCO)cc1 (stereo not drawn)	8.0	0.1	-0.7	2.8	6.2	-2.0	2.2	1.4	-0.3
O=C(OC(C(=O)NCC1CCCO1)c1ccccn1)c1cccs1 (stereo not drawn)	4.8	-4.5	-1.0	-2.8	0.1	1.0	9.4	3.4	3.1
CCOc1ccc2nc(NC(=O)c3ccccn3)sc2c1	55.8*	3.4	-2.6	-29.6	-4.5	9.3	30.5	-4.8	-0.2
CCc1ccc(NC(=O)CSc2nc(=O)n(CCCN3CCOCC3)c3c2CCC3)cc1	-0.7	2.4	2.4	-0.4	-0.3	4.1	-17.7	4.7	1.6
Cc1ncc([N+](=O)[O-])n1CCOC(=O)C12CC3CC(CC(C3)C1)C2	0.2	-1.2	0.9	-7.6	-3.4	-1.1	4.7	-3.5	1.1
COc1ccc(F)cc1C(=O)C1CCCN(C(=O)c2ccc(C(C)=O)s2)C1 (stereo not drawn)	0.4	-0.6	0.1	-0.6	2.2	-1.9	-4.0	-3.1	-2.8
O=C1/C(=C/c2ccccc2)CCC1C1CCCC1 (stereo not drawn)	2.2	2.8	-2.3	4.4	6.3	1.1	5.7	-0.5	-3.4
O=C(NCc1ccccn1)c1ccc(Br)s1	6.0	0.7	-1.9	-2.0	4.2	-2.0	-4.7	2.8	-0.5
CC1CN(Cc2nc3c(c(=O)n(C)c(=O)n3C)n2Cc2ccccc2)CC(C)O1 (stereo not drawn)	0.2	3.8	0.6	1.7	2.7	-3.3	1.9	-9.2	-2.2
O=C(CSc1nc(N2CCOCC2)nc(N2CCOCC2)n1)Nc1ccccc1F	-2.8	-1.0	-1.1	-3.5	2.4	4.8	0.2	9.6	-2.5
Cc1ccc(S(=O)(=O)Nc2cc(C(=O)NCCN(C)C)ccc2N2CCCC2)cc1	-0.3	5.2	-1.0	0.5	-0.1	-1.1	1.0	-4.3	-1.0
COC(=O)c1ccc(NC(=O)C23CC4CC(C2)CC(n2cnc(Cl)n2)(C4)C3)cc1	4.8	0.0	2.8	-6.9	-1.1	-4.3	3.6	-6.3	-2.0
O=C(COC(=O)c1ccc[nH]c1=O)NC1CCCCCC1	3.5	-1.9	0.6	-7.6	8.1	-2.0	11.7	-2.5	1.0
O=C(NCc1ccccn1)C(=O)NN=C1CCCCCCCCCCC1	0.3	-1.7	11.1	1.1	4.7	-2.6	4.6	2.7	0.7
CSCCC(NC(=O)c1ccccc1Br)C(=O)NCCCn1nc(C)cc1C (stereo not drawn)	2.6	-2.4	-3.5	1.4	3.8	0.1	1.5	3.4	-0.8
Cc1ccc(C2=NS(=O)(=O)N(C)C(C(=O)Nc3cc(C)n(CC(=O)N4CCC(C)CC4)n3)=C2)cc1	7.1	0.8	0.5	0.7	1.9	-0.2	3.6	6.7	-0.7
CCOC(=O)Cc1csc(NC(=O)CS(=O)(=O)Cc2ccccc2)n1	12.1	0.5	-0.4	1.9	8.5	1.9	-0.4	0.0	2.4
C=CCOC(=O)C(C#N)c1nc2ccccc2nc1N1CCCC1 (stereo not drawn)	0.0	-3.5	-3.4	-2.8	1.0	3.1	28.9	3.1	10.4
CCSc1nnc(NC(=O)C2CC2c2ccccc2)s1 (stereo not drawn)	3.8	2.5	0.8	2.5	3.8	4.0	-8.2	3.6	2.7
N#Cc1c(-c2ccco2)nc(SCC(=O)Nc2ccc(S(N)(=O)=O)cc2)[nH]c1=O	2.2	-3.2	-0.2	-1.4	5.2	1.8	-2.2	-0.7	-3.6
COc1ccc(C(=O)/C=C/c2ccc(N3CCCCC3)c([N+](=O)[O-])c2)cc1	-2.8	14.3	0.0	-115.3	4.8	1.9	-6.5	4.9	-1.9
COCCN=C1Sc2nc3cc4c(cc3cc2CN1CC1CCCO1)OCO4 (stereo not drawn)	4.7	1.9	2.1	6.5	6.9	-2.8	4.8	-2.9	-0.6
CC1CC(C)(C)Nc2ccc(OC(=O)c3ccco3)cc21 (stereo not drawn)	1.0	2.6	-0.7	17.1	0.7	0.3	43.5*	1.8	0.9
O=C(N/N=C/c1ccc(-c2cccc([N+](=O)[O-])c2)o1)[C@H]1C[C@@H]1c1ccccc1	5.2	-7.6	-2.3	-2.2	0.7	-3.4	-1.7	4.1	-2.3
CC1(C(=O)Nc2nnc(C(C)(C)C)s2)Cc2ccccc2C(=O)O1 (stereo not drawn)	5.3	0.9	0.4	3.7	1.2	0.7	2.7	7.2	0.0
Cc1oc(S(=O)(=O)N2CCCCC2)cc1NC(=O)Nc1ccccc1	6.9	-1.2	-0.5	2.1	-0.2	0.9	4.3	1.9	-3.3
CCOc1ccc(NC(=O)c2ccc(NC(=O)CSc3nc4ccccc4c(=O)[nH]3)cc2)cc1	-5.5	-8.4	0.0	-7.1	-8.6	-6.1	-0.6	4.0	52.8*
CC(C)OC(=O)CSc1nc(Cc2cccs2)nc2ccccc12	0.2	0.6	0.1	2.0	1.9	-1.5	-0.8	-0.1	-1.1
CCOc1ccc2nc(NC(=O)c3ccc(C)o3)sc2c1	2.7	-1.0	-3.0	-18.0	2.6	12.7	-1.5	-4.0	-5.0
CC(C)CCN1C(=O)c2cccc3c(N)ccc(c23)C1=O	+	5.4	x	9.8	172.8*	24.0*	-0.1	185.3*	-42.2
Cc1ccc(-c2nnc(OCc3nc4ccccc4n3C)c3ccccc23)cc1	5.5	-2.0	3.1	-1.7	4.4	-0.2	11.9	0.9	3.0
CCCC1CCc2[nH]nc(C(=O)NN)c2C1 (stereo not drawn)	8.2	8.0	x	4.1	5.1	0.7	2.3	-4.5	-4.0
COc1ccc(CCN2C(=O)CC(N3CCN(C/C=C/c4ccccc4)CC3)C2=O)cc1OC (stereo not drawn)	1.6	0.1	-0.1	0.8	-0.8	-2.4	-4.2	2.0	3.0
CC1CCC(NC(=O)CCNC(=O)c2ccc(Br)cc2)CC1 (stereo not drawn)	0.0	-0.7	0.2	3.4	2.6	-0.4	7.5	3.3	-2.4
COc1c(F)c(F)c(C(=O)O)c(Nc2cccc(C)c2)c1F	14.0	-2.3	1.0	-0.3	6.1	1.2	2.4	1.0	-3.5
